High-throughput results (PubChem BioAssay)
UTI89 phage lysis – inhibition of K1F phage lysis, E. coli UTI89, bacterial capsule biogenesis inhibitors, alamar blue (AID 488966) | E. coli UTI89 K1F phage lysis, alamar blue, 2 h; higher % means a stronger effect | inhibition, % at 100 µM, or IC50 in µM where a hit was titrated | 340,000 compounds, 0.02% hits;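 active means phage lysis inhibition, versus mean bacterial control, above a set limit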;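 further: capsule biogenesis inhibitors block K1F phage lysis so surviving cells raise fluorescence; higher fluorescence means more inhibition of phage lysis; actives were called in the ten point dose series up to 300 µM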
Dengue-2 NS5 capping – Dengue-2 NS5 methyltransferase inhibitors, primary screen, biochemical, confirmation dose response (AID 588689). Dengue-2 NS5 methyltransferase capping enzyme assay, biochemical; higher % means a stronger effect. inhibition, % at 25 µM; hits with a dose series show IC50 in µM. Genome polyprotein (Dengue virus type 2 (strain 16681-PDK53)). 340,000 compounds, 0.3% hits; in the data active means a potency from the dose series
NTR1 agonist – agonists of NTR1, primary screen, imaging, U2OS cells, beta-arrestin-GFP, high content (AID 493036); Neurotensin receptor type 1 (Homo sapiens), P30989; NTR1-U2OS beta-arrestin-GFP spot imaging, agonist mode; activation, % at 20 µM; 330,000 compounds, 0.17% hits;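 active means activation at or above 40% of the spot to cytoplasm intensity ratio, with at least 20 cells analyzed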;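 further: 0% = DMSO without peptide and 100% = 100 nM NTR1 peptide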
Target sequence (P30989 whole entry, looked up): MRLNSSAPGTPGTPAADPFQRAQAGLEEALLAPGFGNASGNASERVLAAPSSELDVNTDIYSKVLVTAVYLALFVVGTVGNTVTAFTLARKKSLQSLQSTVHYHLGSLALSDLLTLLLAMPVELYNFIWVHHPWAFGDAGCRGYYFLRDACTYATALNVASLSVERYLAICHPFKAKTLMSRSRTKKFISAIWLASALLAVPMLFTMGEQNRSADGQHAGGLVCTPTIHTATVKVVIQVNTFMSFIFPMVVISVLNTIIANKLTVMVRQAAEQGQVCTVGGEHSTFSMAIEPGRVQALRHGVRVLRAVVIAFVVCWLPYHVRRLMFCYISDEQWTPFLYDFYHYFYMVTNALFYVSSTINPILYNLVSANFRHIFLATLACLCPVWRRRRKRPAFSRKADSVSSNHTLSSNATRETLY
NTR1 agonist cell count 20 µM – second read-out of NTR1 agonist, no call of its own (marks repeat the call); cell count; measured here: cell count, cytotoxicity flag
* hit, by the source's call; i = inactive; & = joins results of further samples; [ ] = remark or other dose. These rows are one share of the data; rates above refer to the full screens.

SMILES	UTI89 phage lysis	Dengue-2 NS5 capping	NTR1 agonist	NTR1 agonist cell count 20 µM
COC(=O)C1=C(c2ccccc2)C[C@@H]2CC[C@H]1N2C(=O)NCCCOC(C)C	-0.5%	-2%	-3.4	50
C[C@]12CC[C@H]3[C@@H](CCC4=CC(=O)CC[C@@]43C)[C@@H]1CC[C@@H]2O	1.2%&-0.3%	-8%&-3%	-1.5	57
C[C@]12C[C@@H](O)[C@H](O)CC1=CCC1C2CC[C@]2(C)C(=O)CCC12 (some centres undefined)	0.0%	-2%	1.0	55
CC(=O)O[C@H]1CC[C@@]2(C)C(=CC[C@@H]3[C@@H]2CC[C@]2(C)C(=O)CC[C@@H]32)C1	2.2%	-7%	6.9	66
COC(=O)C1=C(c2ccc(OC(F)(F)F)cc2)C[C@@H]2CC[C@H]1N2C(=O)NCC1CC1	0.9%	-5%	-1.6	63
CC(=O)OC1CC[C@@]2(C)C(=CC(=O)C3C4CCC(OC(C)=O)[C@@]4(C)CCC32)C1 (some centres undefined)	5.4%	10%	2.4	46
CN1CCc2cc(O)cc3c2[C@H]1Cc1ccc(O)c(O)c1-3	8.9%	-1%	2.7	60
O=[N+]([O-])c1cccc(O)c1	-0.7%	2%	-1.3	70
CC[C@H](OC(C)=O)C(C[C@H](C)N(C)C)(c1ccccc1)c1ccccc1	0.3%	-6%	2.3	49
COC(=O)C1=C(c2ccc(OC)c(OC)c2)C[C@@H]2CC[C@H]1N2C(=O)NCCOc1ccccc1	0.4%	4%	-1.6	47
Oc1ccccc1-[n+]1c(-c2ccccc2)cc(-c2ccccc2)cc1-c1ccccc1	0.0%	-10%	-1.2	102
COC(=O)C1=C(c2cccc(C#N)c2)C[C@@H]2CC[C@H]1N2C(=O)NCc1ccc(F)cc1	1.0%	-6%	0.0	46
COC(=O)C1=C(c2cc3ccccc3s2)C[C@@H]2CC[C@H]1N2C(=O)NCC1CC1	0.3%	0%	-1.6	92
COC(=O)C1=C(c2ccc3ccccc3c2)C[C@@H]2CC[C@H]1N2C(=O)N1CCC(O)CC1	0.1%	2%	-1.3	52
N=C1c2ccccc2CN1NC(=O)c1ccco1	3.3%	-10%	0.5	47
Cc1nc2ccsc2c(=O)n1-c1ccccc1Cl	-0.1%	9%	0.2	62
COC(=O)C1=C(c2cccc(OC)c2OC)C[C@@H]2CC[C@H]1N2C(=O)N1CCC(C)CC1	0.8%	5%	-3.0	89
COC(=O)C1=CO[C@@H](C)[C@H]2CN3CC[C@]4(C(=O)Nc5ccccc54)[C@@H]3C[C@H]12	0.8%	2%	-2.4	83
CC1=CC(=O)OC2CC3OC4C[C@@H](C)C5OC6CC7O[C@]8(C)C/C=C\C9OC%10CC%11OC(CC(C)C%12OCCO%12)CC(O)[C@]%11(C)OC%10CC9OC8C[C@]7(C)O[C@]6(C)CCC5OC4C[C@]3(C)OC12 (some centres undefined)	6.9%	-7%	0.9	58
CCOS(C)(=O)=O	-1.4%	-7%	3.1	48
C[C@@H]1O[C@@H](O[C@@H]2C=C3CCC4C(CC[C@]5(C)[C@@H](c6ccc(=O)oc6)CC[C@]45O)[C@@]3(C)CC2)[C@H](O)[C@H](O)[C@H]1O (some centres undefined)	4.3%	-5%	-1.1	64
COC(=O)C1=C(c2ccc(Cl)c(C(F)(F)F)c2)C[C@@H]2CC[C@H]1N2C(=O)NCc1ccc2c(c1)OCO2	-0.2%	-7%	-2.0	50
CC(CC(C#N)(c1ccccc1)c1ccccc1)N(C)C (centres undefined)	0.4%	-1%	-1.5	38
COC(=O)C1=C(c2cc3ccccc3o2)C[C@@H]2CC[C@H]1N2C(=O)NC(C)C	1.5%	0%	-3.9	59
C#C[C@]1(O)CC[C@H]2[C@@H]3CCC4=Cc5nc6nc7ccccc7n6cc5C[C@]4(C)[C@H]3CC[C@@]21C	6.1%	2%	25	45
CCOC(=O)c1cccc(-[n+]2c(-c3ccccc3)cc(-c3ccccc3)cc2-c2ccccc2)c1	1.3%	-11%	8.0	84
CC1(O)CCN2C(=O)CCc3cccc1c32 (centres undefined)	0.3%	7%	-1.2	59
COC(=O)C1=C(c2ccc(F)cc2OCc2ccccc2)C[C@@H]2CC[C@H]1N2C(=O)NCc1ccc(C(C)(C)C)cc1	1.6%	-2%	2.0	54
CC(C)OC(=O)Cc1ccccc1	0.5%	-7%	3.6	50
COC(=O)C1=C(c2cccc(OC)c2OC)C[C@@H]2CC[C@H]1N2C(=O)NCc1ccco1	-1.1%	5%	-2.4	78
CC(=O)OC(C)(C)/C=C/C(=O)[C@](C)(O)C1[C@H](O)C[C@@]2(C)C3CC=C4C(C[C@H](O)C(=O)C4(C)C)[C@]3(C)C(=O)C[C@]12C (some centres undefined)	0.5%	6%	0.2	52
CCCC[n+]1cc(=N)o[n-]1	0.1%	-4%	0.6	45
COC(=O)C1=C(c2cccc(OCc3ccccc3)c2)C[C@@H]2CC[C@H]1N2C(=O)NCc1ccc(OC)cc1	1.4%	-3%	1.1	63
COC(=O)C1=C(c2ccc(OC(F)(F)F)cc2)C[C@@H]2CC[C@H]1N2C(=O)NCc1cc(C)oc1C(F)(F)F	1.7%	-6%	-1.0	51
COC(=O)C1=C(c2ccc(S(C)(=O)=O)cc2)C[C@@H]2CC[C@H]1N2C(=O)NCc1ccco1	-0.9%	-2%	2.0	95
COC(=O)C1=C(c2cccc(C#N)c2)C[C@@H]2CC[C@H]1N2C(=O)N1CCc2cc(OC)c(OC)cc2C1	-0.8%	2%	-0.7	62
C[C@]12CC[C@H]3[C@@H](CC[C@]4(O)C[C@@H](O)CC[C@]34C=O)[C@@]1(O)CC[C@@H]2C1=CC(=O)OC1	-2.3%	-2%	-0.7	52
NC(=O)OCCCc1ccccc1	-4.7%	-4%	4.8	58
O=C(O)C1C(C(=O)O)C2(Cl)C(Cl)=C(Cl)C1(Cl)C2(Cl)Cl (centres undefined)	-1.3%	5%	4.6	55
COC(=O)C1=C(c2ccc(Cl)c(C(F)(F)F)c2)C[C@@H]2CC[C@H]1N2C(=O)NCCOc1ccc(OC)cc1	-0.5%	-8%	6.6	55
COC(=O)C1=C(c2ccc(-c3ccccc3)c(F)c2)C[C@@H]2CC[C@H]1N2C(=O)N1CCC(O)CC1	-1.1%	-1%	3.7	34
C[C@]1(O)CCC2C3CC[C@@H]4CC(=O)CC[C@]4(C)C3CC[C@@]21C (some centres undefined)	i	5%	-0.3	72
O=[N+]([O-])c1cc([As](=O)(O)O)ccc1O	-0.8%	0%	0.7	58
COC(=O)C1=C(c2cccc(C#N)c2)C[C@@H]2CC[C@H]1N2C(=O)N1CCC(O)CC1	1.1%	2%	-0.6	62
COc1cc2c(cc1OC)C(C)NCC2 (centres undefined)	1.0%	-1%	1.4	62
COC(=O)C1=C(c2ccc(F)cc2OCc2ccccc2)C[C@@H]2CC[C@H]1N2C(=O)NCc1ccc(F)cc1	1.4%	-13%	-0.1	63
COC(=O)C1=C(c2ccc(OC(F)(F)F)cc2)C[C@@H]2CC[C@H]1N2C(=O)NCCOc1ccccc1Cl	0.9%	-2%	6.5	50
COC(=O)C1=C(c2ccccc2OCc2ccccc2)C[C@@H]2CC[C@H]1N2C(=O)NCc1ccc(OC)c(OC)c1	0.6%	-10%	3.8	72
CCCCOC(=O)c1ccccc1C(=O)OCCCC	0.7%[50 µM]	-2%	3.1	71
O=C(NC1CC1)c1cn(Cc2ccccc2)nc1-c1ccccc1	2.9%[50 µM]	3%	-0.5	64

(next part)
SMILES	UTI89 phage lysis	Dengue-2 NS5 capping	NTR1 agonist	NTR1 agonist cell count 20 µM
CC(C)=CCN1CC[C@@]2(C)c3cc(O)ccc3CC1C2C (some centres undefined)	0.8%	-1%	-2.8	59
Cc1ccc(N)c(C)c1	0.2%	-4%	0.6	74
COc1ccc2c3c1OC1[C@H](O)CCC4[C@@H](C2)N(C)CC[C@]314 (some centres undefined)	1.0%	-6%	0.5	49
C/C=C1/CN2[C@@H]3C4CO[C@@H]3c3c([nH]c5cc(OC)ccc35)[C@@H]2CC14 (some centres undefined)	2.3%	4%	-3.1	97
COC(=O)C1=C(c2cccc(C#N)c2)C[C@@H]2CC[C@H]1N2C(=O)NC(C)C	1.4%	2%	1.2	38
O=c1cccc2n1CC1CNC[C@H]2C1	1.2%	-5%	1.4	67
O=C(CCCN1CCC(n2c(=O)[nH]c3ccccc32)CC1)c1ccc(F)cc1	0.6%	-4%	-0.7	78
Cc1ccccc1O	5.7%	-1%	0.5	66
COC(=O)C1=C(c2c(C)noc2C)C[C@@H]2CC[C@H]1N2C(=O)NCc1ccc(F)cc1	0.2%	-10%	0.2	56
COC(=O)C1=C(c2ccc(F)cc2F)C[C@@H]2CC[C@H]1N2C(=O)N1CCC(O)(c2ccc(Cl)cc2)CC1	4.3%	2%	-1.6	49

Taken from the entries so far, 4 compounds:
SMILES	UTI89 phage lysis	Dengue-2 NS5 capping	NTR1 agonist	NTR1 agonist cell count 20 µM
O=C(CCCN1CCC(n2c(=O)[nH]c3ccccc32)CC1)c1ccc(F)cc1	0.6%	-4%	-0.7	78
Cc1ccccc1O	5.7%	-1%	0.5	66
COC(=O)C1=C(c2c(C)noc2C)C[C@@H]2CC[C@H]1N2C(=O)NCc1ccc(F)cc1	0.2%	-10%	0.2	56
COC(=O)C1=C(c2ccc(F)cc2F)C[C@@H]2CC[C@H]1N2C(=O)N1CCC(O)(c2ccc(Cl)cc2)CC1	4.3%	2%	-1.6	49

Next section:
SMILES	UTI89 phage lysis	Dengue-2 NS5 capping	NTR1 agonist	NTR1 agonist cell count 20 µM
COc1cc(CC(=O)N2C[C@H]3C[C@@H](C2)c2cccc(=O)n2C3)cc(OC)c1OC	0.2%	-5%	0.8	45
CCOC(=O)c1ccccc1N	3.4%	-1%	-1.5	91
Cc1cccc(-n2c(CN3C(=O)c4ccccc4C3=O)nc3ccccc3c2=O)n1	0.0%	-4%	-1.3	59
N#CC(Br)Br	-1.1%	-8%	-1.4	50
CN(C)c1cc[n+](CC(O)C[n+]2ccc(N(C)C)cc2)cc1	0.3%	8%	-0.7	105
O=C1/C(=C/c2ccccc2)C[C@@]2(O)[C@H]3Cc4ccc(O)c5c4[C@@]2(CCN3CC2CC2)C1O5 (some centres undefined)	0.7%	-2%	35	47
COC(=O)C1=C(c2c(C)noc2C)C[C@@H]2CC[C@H]1N2C(=O)N1CCOCC1	0.3%	6%	0.3	46
CC(C)(C)[C@]1(O)C[C@@H]2OC(=O)C[C@@]23C(=O)O[C@@H]2OC(=O)[C@@H](O)C213 (some centres undefined)	-0.3%	-8%	0.7	62
CC[C@H]1CN(C)C[C@@]2(C(=O)OC)Cc3c([nH]c4ccccc34)C(=O)C[C@@H]12	3.0%	-6%	-1.4	78
COC(=O)C1=C(c2ccc(OC(F)(F)F)cc2)C[C@@H]2CC[C@H]1N2C(=O)NC1CCCCC1	-0.6%	-3%	-2.1	59
C=C(C)[C@@]12OC3(c4ccccc4)O[C@@H]1C1[C@@H]4O[C@]4(CO)[C@@H](O)[C@]4(O)C(=O)C(C)=C[C@H]4[C@@]1(O3)[C@H](C)[C@H]2OC(=O)/C=C/C=C/c1ccccc1 (some centres undefined)	-0.8%	-5%	30	89
CN1CCc2cccc(Cl)c2CC1	5.7%	-1%	-0.9	79
C[C@@H]1CN(C2CCC(C#N)(c3ccc(F)cc3)CC2)CC[C@]1(C(=O)O)c1ccccc1 (some centres undefined)	1.9%	-2%	6.3	75
Cc1ccc(S(=O)(=O)N2CCN(C(=O)COC(=O)Cc3ccccc3)CC2)c(C)c1	0.1%[50 µM]	-4%	-0.7	42
CCN(CC)CCOc1ccc(/C(=C(\Cl)c2ccccc2)c2ccccc2)cc1	-6.9%	1%	19	69
COC(=O)C1=C(c2ccccc2)C[C@@H]2CC[C@H]1N2C(=O)NCc1ccc(F)cc1	1.0%	-1%	-1.0	89

Random excerpt: 4 compounds from above.
SMILES	UTI89 phage lysis	Dengue-2 NS5 capping	NTR1 agonist	NTR1 agonist cell count 20 µM
Cc1ccc(S(=O)(=O)N2CCN(C(=O)COC(=O)Cc3ccccc3)CC2)c(C)c1	0.1%[50 µM]	-4%	-0.7	42
C=C(C)[C@@]12OC3(c4ccccc4)O[C@@H]1C1[C@@H]4O[C@]4(CO)[C@@H](O)[C@]4(O)C(=O)C(C)=C[C@H]4[C@@]1(O3)[C@H](C)[C@H]2OC(=O)/C=C/C=C/c1ccccc1 (some centres undefined)	-0.8%	-5%	30	89
CN1CCc2cccc(Cl)c2CC1	5.7%	-1%	-0.9	79
CCN(CC)CCOc1ccc(/C(=C(\Cl)c2ccccc2)c2ccccc2)cc1	-6.9%	1%	19	69
